Rpn11 block – Rpn11 (PSMD14) deubiquitinase inhibitors, primary screen, biochemical, fluorescence polarization, uHTS; AID 588493, 2011; 360,000 compounds, 0.59% hits; 26S proteasome non-ATPase regulatory subunit 14 (Homo sapiens), O00487; calls only at 20 µM; human 26S proteasome, Ub4-pepOG fluorescence polarization; 20S core pre-blocked with epoxomicin;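 active means inhibition at 20 µM, scaled to each plate's controls, above about 33%, limit read from the data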
Target sequence (O00487 whole entry, looked up): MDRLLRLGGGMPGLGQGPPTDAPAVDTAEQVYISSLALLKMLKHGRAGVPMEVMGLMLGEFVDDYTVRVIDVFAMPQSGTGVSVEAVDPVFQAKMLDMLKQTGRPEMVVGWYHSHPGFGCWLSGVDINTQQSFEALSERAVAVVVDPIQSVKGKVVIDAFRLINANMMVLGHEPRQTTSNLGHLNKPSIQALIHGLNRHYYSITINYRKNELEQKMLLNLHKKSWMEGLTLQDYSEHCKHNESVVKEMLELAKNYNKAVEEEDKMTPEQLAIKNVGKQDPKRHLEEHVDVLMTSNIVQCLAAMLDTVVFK
Rin1-Abl PPI inh – inhibitors of Rin1-Abl protein binding, primary screen, biochemical, TR-FRET; 360,000 compounds, 0.4% hits; inhibition, % at 7.35 µM; AID 588664, 2011; in the data active means inhibition above about 5%, passing the limit was not always enough
NadD block – inhibitors of S. aureus NadD, primary screen, biochemical, colorimetric, uHTS; Nicotinate-nucleotide adenylyltransferase NadD (Staphylococcus aureus N315); purified NadD enzyme, colorimetric absorbance read-out; inhibition, % at 20 µM; 360,000 compounds, 0.78% hits; AID 602399, 2012; in the data active means inhibition above about 26%; further: some compounds past the cut are filed as inactive
Neddyl block – inhibitors of cullin neddylation, primary screen, biochemical, TR-FRET, uHTS, NAE and Ubc12; NEDD8-conjugating enzyme Ubc12 (Homo sapiens) + NEDD8-activating enzyme E1 regulatory …; calls only at 25 µM; 360,000 compounds, 0.58% hits; in the data active means inhibition above about 36%
Target sequence (P61081 whole entry, looked up): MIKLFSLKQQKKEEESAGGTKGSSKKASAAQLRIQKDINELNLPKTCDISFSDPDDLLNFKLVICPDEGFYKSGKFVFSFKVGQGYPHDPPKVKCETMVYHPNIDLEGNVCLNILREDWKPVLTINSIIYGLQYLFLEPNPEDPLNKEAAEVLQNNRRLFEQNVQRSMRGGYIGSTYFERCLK
Target sequence (Q13564 whole entry, looked up): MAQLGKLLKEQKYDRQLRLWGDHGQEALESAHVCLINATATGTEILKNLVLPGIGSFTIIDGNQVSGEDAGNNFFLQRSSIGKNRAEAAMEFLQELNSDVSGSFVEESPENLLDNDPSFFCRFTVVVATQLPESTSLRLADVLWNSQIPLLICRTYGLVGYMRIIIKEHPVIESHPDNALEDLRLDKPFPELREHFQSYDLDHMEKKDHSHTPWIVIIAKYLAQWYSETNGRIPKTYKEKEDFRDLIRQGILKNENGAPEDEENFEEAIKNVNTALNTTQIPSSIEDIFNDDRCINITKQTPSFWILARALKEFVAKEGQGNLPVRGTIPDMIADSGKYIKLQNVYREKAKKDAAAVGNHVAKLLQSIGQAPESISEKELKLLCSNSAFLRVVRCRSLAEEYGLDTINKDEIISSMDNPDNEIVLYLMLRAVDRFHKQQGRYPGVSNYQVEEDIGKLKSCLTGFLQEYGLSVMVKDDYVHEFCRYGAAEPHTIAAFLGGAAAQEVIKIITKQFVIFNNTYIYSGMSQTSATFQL
MT1-MMP act inh – blockers of MT1-MMP proenzyme processing, primary screen, HT1080 RFP-PRO-GFP cells, GFP/RFP fluorescence | 360,000 compounds, 0.061% hits | Matrix metalloproteinase-14 (Homo sapiens), P50281 | GFP/RFP ratio fluorescence, overnight; percent of plate control window, DMSO zero | GFP/RFP ratio change, % at 20 µM;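 active means GFP/RFP ratio change of at least 30% with cell ATP level not reduced by more than half and red fluorescence within 50% of control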; further: strong numbers were not always called active
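Compound: 20 µM single dose, 1% DMSO / System: HT1080 RFP-PRO-GFP cells / Controls: DMSO and RFP-L50D-GFP cell wells / Read-out basis: GFP/RFP fluorescence ratio / Schedule: overnight compound exposure at 37 °C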
MLLE-PAM2 inh – inhibitors of PABP1 MLLE–PAM2 peptide binding, primary screen, biochemical, fluorescence polarization, FITC-PAM2, GST-MLLE; Polyadenylate-binding protein 1 (Homo sapiens), P11940; 360,000 compounds, 0.36% hits; inhibition, % at 20 µM; AID 588489, 2011; in the data active means inhibition above about 35%, passing the limit was not always enough;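 further: plate controls were DMSO wells with GST-MLLE for no effect and wells lacking GST-MLLE protein for full effect; some results filed as inactive read as strong as hits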
CSN inh – inhibitors of CSN-mediated cullin deneddylation, primary screen, biochemical, fluorescence polarization, uHTS; Purified CSN, SCF-Nedd8-OG deneddylation; inhibition, % at 12.5 µM; 360,000 compounds, 0.38% hits;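 active means pattern-corrected inhibition above about 35%, with an unprinted fluorescence ratio check between 0.5 and 1.5, limit read from the data, passing the limit was not always enough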;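 further: 0% = enzyme with substrate and 100% = substrate without enzyme; some results filed as inactive read as strong as hits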
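Material: human Csn5 produced in HEK293T cells; Input: enzyme 0.24 nM; Reagent: SCFSkp2-Nedd8OG substrate at 10 nM final; Dosing: 12.5 µM compound; Incubation: 90 min reaction at room temperature; Detection: fluorescence polarization of the substrate; Evaluation: % inhibition of substrate cleavage by Csn5; Control set: substrate-only high control, full reaction low control.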
SKN-1 block – suppressors of acrylamide-induced Pgst-4::GFP reporter in worms, primary screen, SKN-1 inhibitor project, whole organism, uHTS, GFP/RFP fluorescence ratio, strain VP596; C. elegans VP596 Pgst-4::GFP/RFP ratio, 24 h; inhibition, % at 21.8 µM; 360,000 compounds, 0.49% hits;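 active means interference check ratio from 0.5 to 1.5 plus GFP to RFP signal ratio inhibition reaching or exceeding a fixed threshold, cut at about 30% in these data, passing the limit was not always enough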; further: some compounds called inactive have numbers as strong as hits
FAS TE block – FAS thioesterase domain inhibitors, primary screen, biochemical, fluorescence intensity, uHTS | inhibition, % at 15 µM | 360,000 compounds, 0.67% hits | Fatty acid synthase (Homo sapiens), P49327 | recombinant FAS-TE, OMFH fluorogenic substrate, fluorescence endpoint;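 active means compounds whose normalised, plate-corrected inhibition of enzyme fluorescence in the single-dose primary screen is 50% or more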;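 further: 0% = DMSO with enzyme and 100% = substrate without enzyme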
* marks the source's active call; other numbers are inactive results; i = inactive; . = no result given; + = active, no number.

(1) CC1(C)C(c2cccs2)=[N+]([O-])C2(CCCCC2=O)N1O (stereo unspecified)
(2) CC1CCCN(C(=O)COC(=O)c2ccc3[nH]c4c(c3c2)CCCC4)C1 (stereo unspecified)
(3) Cc1ccc(CNC(=O)CCCc2c[nH]c3ccccc23)cc1
(4) Cc1nn2c(N3CCN(C)CC3)c3c(nc2c1-c1ccccc1)CCCC3
(5) O=C(NCc1nc2ccccc2[nH]1)c1ccc(Cl)c(S(=O)(=O)N2CCCC2)c1
(6) CCSc1nc(C)c(CC)c(C)c1C(N)=O

compound no.	1	2	3	4	5	6
Rpn11 block	i	i	i	i	i	i
Rin1-Abl PPI inh	1	1	1	-2	2	2
NadD block	4	1	-8	-6	12	-5
Neddyl block	i	i	i	i	i	i
MT1-MMP act inh	3	0	4	-1	-2	-2
MLLE-PAM2 inh	2	-16	-4	-1	-6	-6
CSN inh	-6	0	-1	-6	9	-6
SKN-1 block	-14	14	-14	8	13	34
FAS TE block	-2	8	-1	1	4	-8

(7) COc1cccc(CNC(=O)[C@@H]2CCCN2C(=O)[C@H]2CCCCN2C(=O)c2cccc3ccccc23)c1
(8) Cc1nn(C)cc1S(=O)(=O)N1CCN(Cc2ccc(F)cc2Cl)CC1
(9) COc1cc(/C=C2\CC/C(=C\c3cc(OC)c(O)c(OC)c3)C2=O)cc(OC)c1O
(10) O=C(Nc1ccc2ccccc2c1)c1cn(-c2ccccc2)nc1-c1cccs1
(11) O=C(C1=C[C@@H](C2CCCCC2)C[C@@H](OCc2ccc(CO)cc2)O1)N1CCOCC1
(12) CC1(C)NC(=O)N(CC(O)CN(c2cccc([N+](=O)[O-])c2)S(=O)(=O)c2ccccc2)C1=O (stereo unspecified)

compound no.	7	8	9	10	11	12
Rpn11 block	.	i	+	i	i	i
Rin1-Abl PPI inh	.	2	30*	0	-2	2
NadD block	1	-5	23	8	4	-8
Neddyl block	i	i	i	.	i	i
MT1-MMP act inh	0	0	49	-5	-5	-5
MLLE-PAM2 inh	.	0	-149	-11	-9	8
CSN inh	-4	-4	124	0	1	-2
SKN-1 block	-15	0	4	-15	22	0
FAS TE block	-2	-5	-18	30	-5	3

(13) O=C(CCN1C(=O)c2ccccc2C1=O)Nc1ccc(S(=O)(=O)N2CCOCC2)cc1
(14) CSc1nc(C2CC2)cc(-c2cccs2)c1C#N
(15) CCCCCC(=O)Nc1nc(C)c(-c2csc(Nc3ccccc3OC)n2)s1
(16) O=C1NC(=Nc2ccccc2Br)SC1(CO)CO
(17) COc1ccc(NC(=O)c2cc(-c3ccco3)nc3ccccc23)cn1
(18) CC(C)(C)c1ccc(/C=C2\Oc3cc(OC(=O)N4CCOCC4)ccc3C2=O)cc1

compound no.	13	14	15	16	17	18
Rpn11 block	i	i	i	i	i	i
Rin1-Abl PPI inh	3	5	2	0	2	1
NadD block	-3	0	17	-4	16	-12
Neddyl block	i	i	i	i	i	i
MT1-MMP act inh	-2	-15	2	1	-7	-8
MLLE-PAM2 inh	-14	-12	10	0	1	23
CSN inh	0	-3	12	2	17	-6
SKN-1 block	12	3	-3	9	-4	5
FAS TE block	-7	29	13	-4	-3	-4

Profiles from above. Screens in order: Rpn11 block	Rin1-Abl PPI inh	NadD block	Neddyl block	MT1-MMP act inh	MLLE-PAM2 inh	CSN inh	SKN-1 block	FAS TE block
`Cc1ccc(CNC(=O)CCCc2c[nH]c3ccccc23)cc1` as listed: i	1	-8	i	4	-4	-1	-14	-1
`Cc1nn2c(N3CCN(C)CC3)c3c(nc2c1-c1ccccc1)CCCC3` as listed: i	-2	-6	i	-1	-1	-6	8	1
`COc1cc(/C=C2\CC/C(=C\c3cc(OC)c(O)c(OC)c3)C2=O)cc(OC)c1O` as listed: +	30*	23	i	49	-149	124	4	-18
`O=C(C1=C[C@@H](C2CCCCC2)C[C@@H](OCc2ccc(CO)cc2)O1)N1CCOCC1` as listed: i	-2	4	i	-5	-9	1	22	-5
`CC1(C)NC(=O)N(CC(O)CN(c2cccc([N+](=O)[O-])c2)S(=O)(=O)c2ccccc2)C1=O` (stereo unspecified) as listed: i	2	-8	i	-5	8	-2	0	3

Next part.
(19) CCCCS(=O)(=O)N1CCC(C(=O)NCC2CCCO2)CC1 (stereo unspecified)
(20) C[C@H]1CNC(=O)c2c(C(=O)N3CCN(C(=O)OC(C)(C)C)CC3)ncn21
(21) COC(=O)c1ccc(Oc2c(C)oc3cc(OCc4cnn(-c5ccccc5)c4)ccc3c2=O)cc1
(22) O=C(CN1CCSC1=O)N1CCN(S(=O)(=O)c2ccc(F)cc2)CC1
(23) C[C@@H](NC(=O)c1[nH]cnc1C(=O)Nc1cccc(Cl)c1)c1ccccc1
(24) COc1ccc(S(=O)(=O)N(CC(=O)NCc2cccnc2)Cc2ccccc2)cc1

compound no.	19	20	21	22	23	24
Rpn11 block	i	i	i	i	i	i
Rin1-Abl PPI inh	3	3	0	3	2	-2
NadD block	0	-6	14	-10	2	-5
Neddyl block	i	i	i	i	.	i
MT1-MMP act inh	3	5	-2	1	6	2
MLLE-PAM2 inh	3	-17	1	2	2	7
CSN inh	0	-3	-3	-3	4	-3
SKN-1 block	-1	5	24	10	10	-22
FAS TE block	-4	-6	19	-4	4	0

(25) CCN(CC)CCNC(=O)c1cn(CC)c2ccc(S(=O)(=O)N(C)C)cc2c1=O
(26) CCCC(=O)Nc1c(-c2ccccc2Cl)c(=O)c2ccccc2n1C
(27) CCCn1nnc(NC(=S)NC(=O)c2ccccc2OC)n1
(28) O=C(COc1ccc([N+](=O)[O-])cc1Cl)N(C1CCCCC1)C1CCS(=O)(=O)C1 (stereo unspecified)
(29) O=C(Cc1cccc2ccccc12)NCC(=O)N1CCN(Cc2cccc(C(F)(F)F)c2)CC1
(30) O=C1CC(NS(=O)(=O)c2cccnc2)CN1c1ccc(Cl)cc1 (stereo unspecified)

compound no.	25	26	27	28	29	30
Rpn11 block	i	i	i	i	i	i
Rin1-Abl PPI inh	-5	1	6	1	-1	3
NadD block	1	2	-6	1	-6	0
Neddyl block	i	i	i	i	i	i
MT1-MMP act inh	0	-1	-2	-1	2	1
MLLE-PAM2 inh	-2	10	25	-6	-7	14
CSN inh	-4	2	-3	0	-4	5
SKN-1 block	19	9	7	11	-3	14
FAS TE block	-3	-4	-2	20	14	-6

(31) CCOC(=O)c1ccc(Oc2nc(NC)nc(SC)n2)cc1
(32) O=C(COC(=O)/C=C/c1ccc(S(=O)(=O)N2CCOCC2)cc1)NCc1ccc(Cl)cc1
(33) S=C(Nc1cccc(Cl)c1Cl)N1CCC2(CC1)OCCO2
(34) CCN(C(=O)CCCCC(=O)N(CC)c1ccccc1)c1ccccc1
(35) CC(Sc1nnc(Cc2ccc([N+](=O)[O-])cc2)o1)C(N)=O (stereo unspecified)
(36) Cc1ccc(S(=O)(=O)N(C)C)cc1NC(=O)c1ccc(OC(F)(F)F)cc1

compound no.	31	32	33	34	35	36
Rpn11 block	i	i	i	i	i	i
Rin1-Abl PPI inh	-2	-1	2	-2	3	1
NadD block	3	1	-5	0	0	1
Neddyl block	i	i	i	i	i	i
MT1-MMP act inh	3	2	-2	2	2	-5
MLLE-PAM2 inh	4	-6	-1	-26	-3	11
CSN inh	-3	0	12	-1	3	0
SKN-1 block	3	0	0	-2	8	2
FAS TE block	1	-1	-5	-3	-1	-3

(37) COc1cccc(=O)c2c(C)n(-c3cc(C)cc(C)c3)c(C)c12
(38) COc1ccc(CCNc2nc(-c3sc(N)nc3C)cs2)cc1OC
(39) O=C(COc1ccc(F)c(Cl)c1)c1ccc[nH]1
(40) CCOC(=O)c1[nH]c2ccccc2c1NC(=O)c1cc(OC)c(OC)c(OC)c1
(41) CC(c1ccccc1C(O)(c1ccccc1)c1ccccc1)N(C)C (stereo unspecified)
(42) Cc1ccc(S(=O)(=O)CCC(=O)OCC(=O)N2CCN(S(=O)(=O)c3ccc(Cl)cc3)CC2)cc1

compound no.	37	38	39	40	41	42
Rpn11 block	i	i	i	i	i	i
Rin1-Abl PPI inh	2	-4	0	3	0	-3
NadD block	35*	30*	-2	-7	2	-5
Neddyl block	i	i	i	i	i	i
MT1-MMP act inh	-37	-7	-1	7	-7	-2
MLLE-PAM2 inh	-1	-49	-4	-13	26	18
CSN inh	9	1	-4	2	-3	-4
SKN-1 block	15	11	16	5	-1	9
FAS TE block	-14	-10	2	4	8	3

(43) CCn1c(CNC(=O)c2ccccc2F)nnc1SCC(=O)Nc1nncs1
(44) CCn1nc(C)cc1C(=O)N1CCCC(N2CCN(Cc3ccc4c(c3)OCO4)CC2)C1 (stereo unspecified)
(45) Cc1cccc(NC(=O)COC(=O)CCc2ccccc2)c1C
(46) CCCc1nc2ccc(NC(C)=O)cc2c(=O)n1Cc1ccc(Cl)cc1
(47) CC(C)c1ccccc1OCC(=O)Nc1cc(S(=O)(=O)N2CCOCC2)ccc1N1CCCC1
(48) CCOc1ccc(OCc2ccc(C(=O)NCc3cccnc3)o2)cc1

compound no.	43	44	45	46	47	48
Rpn11 block	i	i	i	i	i	i
Rin1-Abl PPI inh	2	3	0	1	1	-4
NadD block	-1	-6	-4	0	4	-3
Neddyl block	i	i	i	i	i	i
MT1-MMP act inh	-1	2	-2	-3	1	-1
MLLE-PAM2 inh	10	1	0	13	-15	-5
CSN inh	-1	6	-3	-11	1	4
SKN-1 block	-3	-1	6	9	3	25
FAS TE block	-6	-3	0	4	26	0

(49) O=C(Nc1ccc(N2CCN(C(=O)c3ccco3)CC2)c(Cl)c1)c1c(F)c(F)c(F)c(F)c1F
(50) O=C(CCN1CCN(CCO)CC1)Nc1cccc(Br)c1
(51) O=C(NCc1cccnc1)c1ccc(COc2ccccc2Cl)o1
(52) Cc1ccc(S(=O)(=O)N2CCC(C(=O)OCC(=O)NCCc3ccccc3)CC2)cc1C
(53) Cc1cccc(C(=O)Nc2ccc(C(=O)N/N=C/c3ccc(C)o3)cc2)c1
(54) CC1(C(=O)NCc2ccccc2)CCC(=O)N1CC(F)(F)F (stereo unspecified)
(55) CC12CC3CC(C)(C1)CC(C(=O)NC1=NCCS1)(C3)C2
(56) C#CCOCCOCCOCCNc1nc(N2CCOCC2)nc(N2CCN(C(=O)CCCCCCCCCCNC(=O)[C@H](CO)n3cc(CCCSC)nn3)CC2)n1
(57) CCN1CCN(C(=O)c2cc(COc3ccc(F)cc3F)on2)[C@@H](C)C1=O

compound no.	49	50	51	52	53	54	55	56	57
Rpn11 block	i	i	i	i	i	i	i	i	i
Rin1-Abl PPI inh	3	0	3	3	2	3	-3	4	0
NadD block	5	5	-8	3	-3	-9	2	1	-1
Neddyl block	i	i	i	i	i	i	i	i	i
MT1-MMP act inh	-3	1	2	2	-2	4	1	5	-3
MLLE-PAM2 inh	7	-13	3	2	-14	-3	31	12	12
CSN inh	3	1	-3	0	1	0	-3	2	2
SKN-1 block	19	-1	0	-12	-1	7	-7	15	12
FAS TE block	10	-7	-4	14	-2	-14	-22	-2	-6

Screens: PubChem BioAssay, several laboratories
